High-throughput results as filed in PubChem.
RORg inh: ROR gamma (mouse) transcription inhibition; P51450; 5.4% of 310,000 active; Potency, µM (series often up to 53.6 µM), for the others: top-dose activity change, negative = inhibition, usual class: inhibitors; AID 2551; Drosophila S2 Gal4-RORgamma UAS-luciferase reporter, 20 h; note: % is set by controls: 0 for no effect and ±100 for the full control effect; nearly all actives have a fitted effect of over 60% in size
Target sequence (P51450 whole entry, looked up, the tested form may be a part): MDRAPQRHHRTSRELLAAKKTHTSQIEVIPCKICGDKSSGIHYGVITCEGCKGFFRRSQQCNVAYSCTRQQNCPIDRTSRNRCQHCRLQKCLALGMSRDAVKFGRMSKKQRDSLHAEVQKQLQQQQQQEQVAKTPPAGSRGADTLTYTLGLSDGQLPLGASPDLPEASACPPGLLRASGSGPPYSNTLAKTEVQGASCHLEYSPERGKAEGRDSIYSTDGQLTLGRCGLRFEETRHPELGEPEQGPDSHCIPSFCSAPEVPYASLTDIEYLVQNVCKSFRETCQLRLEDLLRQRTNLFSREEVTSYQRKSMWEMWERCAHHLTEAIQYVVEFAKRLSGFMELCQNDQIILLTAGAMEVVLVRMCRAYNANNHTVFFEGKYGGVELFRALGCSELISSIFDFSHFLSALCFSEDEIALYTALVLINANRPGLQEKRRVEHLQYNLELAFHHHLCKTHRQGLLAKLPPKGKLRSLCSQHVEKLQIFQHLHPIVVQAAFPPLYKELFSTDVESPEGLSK
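Drosophila Schneider cells stably carrying a metallothionein-driven Gal4 DBD–ROR gamma fusion and a UAS-Photinus luciferase reporter were exposed to compound for 1 hr, then induced with copper sulfate (700 uM final) for 20 hr at ambient temperature before luminescence reading.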
NPC1 promoter act: activates the NPC1 promoter; Huh7 NPC1 promoter luciferase reporter, 24 h; Potency, µM (highest dose often 9.22 µM), without a hit: at the top dose activation, usual class: activators; 2.4% of 320,000 active; AID 485313;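 note: % of control where 0% means no effect; nearly all actives have a fitted effect of over 60% in size; reporter is driven by a mutant NPC1 promoter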
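Quantitative HTS used a cell-based reporter: Huh7 cells stably bearing the NPC1 promoter upstream of luciferase were treated with compounds for 24 h, and promoter activation was read as luminescence.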
MBNL1-CUG inh: blocks human MBNL1 binding to CUG repeat RNA. Q9NR56. TR-FRET MBNL1-His/biotin-(CUG)12 binding, 665/545 ratio. Potency, µM (titrated, usually from 57.5 µM), without a hit: top-dose activity change, negative = inhibition, actives largely listed as inhibitors. 0.036% of 280,000 active. AID 2675; active = well fitted inhibition curve with a large enough effect in the signal ratio, with a control signal flat, not every such curve was filed as active; inconclusive = small, poorly fitted or top-dose-only effect, or effect the other way, or a change in a side signal; inactive = no such curve, though single readings can be large or run the other way; the % refers to the signal ratio; note: % is set by controls: 0 for no effect and ±100 for the full control effect
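MBNL1-His + Biotin-(CUG)12, cpd titration 92 nM–58 uM; Tb anti-His Ab 0.055 ng/ul, SA-XL665 5 nM (final); 60 min RT; ratiometric 665/545 nm, Ex 340 nm; normalized to buffer and full-complex controls.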
FLuc counter: firefly luciferase modulation, counter-screen for miR-21 project. P08659. purified FLuc, Km substrates, luminescence inhibition. Potency, µM (titrated, usually from 57.5 µM), for inactives: top-dose activity change, negative = inhibition, most hits filed as inhibitors. 6.9% of 360,000 active. AID 588342;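 note: plate controls were vehicle for no effect and reference inhibitor for full effect; nearly all actives have a fitted effect of over 55% in size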
Target sequence (P08659 whole entry, looked up): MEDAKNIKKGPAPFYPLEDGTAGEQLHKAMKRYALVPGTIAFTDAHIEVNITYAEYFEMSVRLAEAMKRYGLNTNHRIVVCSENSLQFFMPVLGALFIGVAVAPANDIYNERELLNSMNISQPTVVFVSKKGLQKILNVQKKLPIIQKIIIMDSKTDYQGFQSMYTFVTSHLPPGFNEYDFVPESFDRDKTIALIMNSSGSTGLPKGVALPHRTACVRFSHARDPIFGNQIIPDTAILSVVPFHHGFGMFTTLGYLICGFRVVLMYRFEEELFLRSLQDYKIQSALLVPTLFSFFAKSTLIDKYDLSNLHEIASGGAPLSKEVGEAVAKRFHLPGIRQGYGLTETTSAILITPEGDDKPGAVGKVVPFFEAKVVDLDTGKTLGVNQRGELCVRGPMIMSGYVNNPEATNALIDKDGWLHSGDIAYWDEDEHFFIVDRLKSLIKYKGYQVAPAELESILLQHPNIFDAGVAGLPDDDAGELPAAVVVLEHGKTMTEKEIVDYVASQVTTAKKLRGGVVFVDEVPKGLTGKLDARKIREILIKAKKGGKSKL
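Purified P. pyralis luciferase (10nM final) with 10uM D-luciferin and 10uM ATP (Km levels) in 50mM Tris acetate pH 7.5, 10mM Mg acetate, 0.01% Tween-20, 0.05% BSA; qHTS 6-point titration, ~60 µM downward; luminescence read.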
ELG1 genotox: induces genotoxicity in HEK293T cells with luciferase-tagged ELG1; HEK293T ELG1-luciferase reporter, luminescence, 16 h; Potency, µM (highest dose often 46 µM), for inactives: at the top dose activity change, positive = activation, most hits filed as activators; 1.3% of 330,000 active; AID 504466; note: % of control where 0% means no effect; nearly all actives have a fitted effect of over 60% in size
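Genotoxic stress is detected as increased luminescence from luciferase-tagged ELG1 in HEK293T cells, measured with ONE-Glo after a 16 hr treatment at 37 °C.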
VP16 counter: counter-screen for ROR gamma inhibitors: Gal4-VP16 reporter. Potency, µM (top dose mostly 53.6 µM), for the others: at the top dose activity, negative = inhibition, hits mostly inhibitors. 3.5% of 310,000 active. Drosophila S2 Gal4-VP16 UAS-luciferase, luminescence, 20 h;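 note: Gal4-VP16 expression switched on by copper sulfate through the metallothionein promoter; % is set by controls: 0 for no effect and ±100 for the full control effect; nearly all actives have a fitted effect of over 50% in size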
uPA generation: inhibitors of cell surface uPA generation; cell surface uPA generation assay, qHTS; Potency, µM (highest dose often 38.3 µM), without a hit: at the highest dose activity change, negative = inhibition, hits mostly inhibitors; 0.31% of 330,000 active; AID 540303; active = well fitted inhibition curve with a large enough effect; inconclusive = small, poorly fitted or top-dose-only effect; inactive = no such curve, though single readings can be large or run the other way; tested in mouse RAW 264.7 cells; note: % is set by controls: 0 for no effect and ±100 for the full control effect; nearly all actives have a fitted effect of over 55% in size
p53 reactivator: restores transcriptional activity of mutant p53; AID 504706; Potency, µM (doses to about 92.2 µM), without a hit: at the highest dose activity change, positive = activation, usual class: activators; 0.063% of 320,000 active; H1299 p53-A138V BP100-luciferase reporter, luminescence, 24 h; note: % of control where 0% means no effect; nearly all actives have a fitted effect of over 45% in size
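H1299 (p53-null), stable ts p53-A138V + BP100-Luc; 1000 cells/well, Opti-MEM/10% FBS; cpd 4 pt, 1:5; 24 h, 37 deg C, 5% CO2; detection reagent 10 min RT; luminescence.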
Rab9 prom act: Rab9 promoter activation; Potency, µM (highest dose often 9.22 µM), inactives show top-dose activation, negative = inhibition, most hits filed as activators; AID 485297; Huh7 Rab9 promoter-luciferase reporter, luminescence, 24 h; 2.8% of 320,000 active; note: % of control where 0% means no effect; nearly all actives have a fitted effect of over 60% in size
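Stable Rab9-luc Huh7, 1500 cells/well, 2 h settle; cmpd in DMSO, 24 h, 37 °C/5% CO2; luciferase reagent 10 min RT; luminescence.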
BRCA1 expr act: BRCA1 expression activation; MCF7-BRCA1-FFLuc reporter, luminescence, 48 h; response scale: scaled: vehicle 0%, 10 µM genistein 100%; Potency, µM (top dose mostly 46.1 µM), for the others: top-dose activation, actives largely listed as activators; 1.1% of 380,000 active; note: nearly all actives have a fitted effect of over 80% in size; some results filed as inactive show a strong effect at the top dose
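Using MCF7 cells harboring a BRCA1 firefly luciferase reporter, plated 2 h before compound pinning, the screen measured luminescence after 48 h incubation. Responses were normalized to DMSO and 10 microM genistein, then fitted for concentration-effect.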
Active calls of the source: *; ? = inconclusive; nt = not tested or not shown; [ ] = remark or other dose. Unless noted, calls come from the whole dose curve; as a rule, active = well fitted curve in the direction sought with a large enough effect; inconclusive = small, poorly fitted or top-dose-only effect, or another doubt; inactive = no such curve, though single readings can be large; an effect the other way counts as inactive or inconclusive. Potency is the fitted concentration of half-maximal effect.

Structure	RORg inh	NPC1 promoter act	MBNL1-CUG inh	FLuc counter	ELG1 genotox	VP16 counter	uPA generation	p53 reactivator	Rab9 prom act	BRCA1 expr act
COC(=O)c1ccc(CN2CCCC(C(=O)c3ccccc3OC)C2)cc1 (stereo unspecified)	-41%	1%	-3%	-7%	-4%	0%	1%	9%	-2%	-28%
COc1ccc(Br)cc1/C=N/NC(=O)CN1CCCCC1	-16%	-3%	0%	-6%	-1%	-5%	-19%	26%	9%	-5%
O=C(c1cc(S(=O)(=O)N2CCOCC2)ccc1Cl)N1CCOCC1	nt	0%	-4%	0%	2%	nt	13%	nt	0%	10%
O=C(NCCO)c1ccc2c(c1)S(=O)(=O)c1ccccc1C2=O	-8%	-2%	?	2%	-2%	-1%	11%	1%	8%	1%
c1ccc(-n2cnnc2SCc2cn3ccsc3n2)cc1	-1%	-8%	0%	3%	1%	-4%	6%	-10%	-7%	0%
O=C(Nc1ccc(S(=O)(=O)N2CCCC2)cc1)c1ccc2c(=O)n3c(nc2c1)CCCCC3	?	-7%	1%	1%	-4%	-7%	-1%	-5%	-18%	-65%
CCC(C(=O)OCC(=O)Nc1ccc(SC(F)F)cc1)c1ccccc1 (stereo unspecified)	?	-4%	4%	-17%	8%	-30%	1%	-9%	-1%	-55%
O=C(CN1CCN(c2ccccn2)CC1)Nc1ccc([N+](=O)[O-])cc1C(=O)Nc1ccccc1F	-25%	-1%	?	1%	-9%	-3%	-8%	-15%	-2%	-48%
COc1ccc(OC)c(NC(=O)c2ccc3c(c2)CCN3S(C)(=O)=O)c1	26%	0%	-17%	-2%	-3%	-1%	-9%	2%	0%	-3%
COc1cc(S(=O)(=O)N2CCCC2)c(C)cc1C	4%	-7%	-1%	-6%	0%	0%	-2%	-2%	5%	-1%
COc1cc(C=O)c(Br)cc1OCC(=O)NCCc1ccccc1	-17%	-8%	6%	4%	0%	-7%	1%	-4%	0%	-3%
CCOc1ccccc1NC(=S)N1CCN(c2ccccc2F)CC1	?	1%	-6%	2%	-6%	14µM*	1%	16%	-1%	-9%
O=c1c(S(=O)(=O)c2ccc(Cl)cc2)cn(Cc2cccc(F)c2)c2ccc(F)cc12	11%	-2%	-1%	2%	-4%	-1%	8%	-8%	0%	-33%
Cn1c(SCC(=O)N2CCCC2)nnc1-c1ccc(S(=O)(=O)N2CCCC2)cc1	-3%	-4%	1%	-1%	0%	-6%	nt	8%	-4%	3%
OCCN1CCN(c2ncnc3c2c(-c2ccccc2)cn3-c2ccc(F)cc2)CC1	-5%	-4%	0%	1%	4%	-16%	5%	1%	-1%	-33%
O=C(CCc1ccncc1)N1CCCC(Nc2ccc(F)cc2)C1 (stereo unspecified)	-3%	-4%	-3%	2%	-16%	1%	2%	-13%	-7%	13%
CC(=O)Nc1nccc(-c2cc(-c3ccccc3)no2)n1	8%	3.5µM*	3%	?	?	24%	-2%	12%	2.2µM*	1%
COc1ccc(NC(=O)CCc2c(C)nc3nc(CNC(=O)c4cccc(F)c4)nn3c2C)cc1OC	-8%	0%	-5%	-4%	1%	12%	1%	23%	-1%	7%
Cc1ccc(CC2S/C(=N/c3ccccn3)NC2=O)cc1 (stereo unspecified)	2.8µM*	-6%	1%	8%	17%	3.5µM*	2%	5%	-11%	7%
O=C(Cn1cnc2c(nnn2Cc2ccc(Cl)cc2)c1=O)N1CCN(c2ccccc2)CC1	34%	4%	-5%	0%	-10%	-12%	-2%	-3%	-3%	-24%
CC(C)c1ccc(/C=N/NC(=O)c2c(Cl)cnn2C)cc1	?	3.2µM*	22%	0.67µM*	18µM*	?	-10%	?	2.8µM*	7.1µM*
CNc1nc(-c2c[nH]c3ccccc23)cs1	?	10%	11%	?	8%	3%	-1%	1%	13%	-53%
O=C(CSc1cccc2cccnc12)N1CCCC1	5%[0.365 µM]	7%	20%	-3%	-2%	nt	2%	-26%	0%	-70%
COc1ccc(C(=O)NC2CCCc3c2cnn3-c2cc(F)cc(F)c2)c(OC)n1 (stereo unspecified)	38%	-1%	0%	-4%	1%	6%	1%	-8%	-3%	-39%
CCOc1ccc(N2C(=O)NC(Cc3c[nH]c4ccccc34)C2=O)cc1 (stereo unspecified)	-5%	-1%	-3%	-1%	2%	8%	4%	-4%	-2%	-5%
COc1ccc(C2CC(=O)c3cnc(Nc4cc(C)cc(C)c4)nc3C2)cc1 (stereo unspecified)	42%	-2%	5%	-10%	-6%	-8%	nt	11%	-4%	2%
NC(CSC12CC3CC(CC(C3)C1)C2)C(=O)O (stereo unspecified)	1%	1%	-6%	2%	2%	-4%	4%	2%	-1%	3%
O/N=C(\C[n+]1ccccc1)c1ccc(Br)cc1	0%	-16%	1%	-2%	-5%	-2%	-2%	0%	-30%	-5%
CCCC(=O)Nc1ccc(NCc2ccc(C)s2)cc1	9%	-5%	-12%	-18%	0%	-2%	-25%	-5%	2%	91%
CCc1cc2c(=O)c(-c3ccc4c(c3)OCCO4)coc2c(CN2CCCCC2C)c1O (stereo unspecified)	31%	7%	-2%	6.7µM*	12%	-4%	-8%	1%	21%	11%

Next entries
Structure	RORg inh	NPC1 promoter act	MBNL1-CUG inh	FLuc counter	ELG1 genotox	VP16 counter	uPA generation	p53 reactivator	Rab9 prom act	BRCA1 expr act
COc1cccc(/C=N/NC(=O)Cn2ccnc2C)c1	-25%	3%	-2%	1%	3%	?	3%	-2%	-7%	22%
CNNC(=O)C(=O)NNS(=O)(=O)c1ccccc1	1%	0%	-2%	-2%	-4%	6%	-3%	5%	-4%	33%
Cc1c(NC(=O)C(C)Oc2cccc(Cl)c2)c(=O)n(-c2ccccc2)n1C (stereo unspecified)	nt	-4%	nt	2%	-3%	nt	17%	-5%	-3%	-10%
O=C(OCCNc1nc(-c2ccccc2)nc2ccccc12)c1cccnc1	?	-4%	-5%	-15%	-9%	2%	5%	-1%	-6%	-52%
Cn1c(=O)c2c(nc(NC3CCCCC3)n2Cc2ccccc2)n(C)c1=O	?	0%	1%	1%	-3%	-9%	10%	6%	1%	0%
O=C(NCCCn1ccnc1)C(=O)c1cn(CC(=O)N2CCCCCC2)c2ccccc12	1%	-4%	10%	-3%	9%	0%	14%	-3%	-12%	4%
COc1ccccc1CC(NC(C)=O)C(=O)NC1CCN(C(=O)Nc2cccc(F)c2)CC1 (stereo unspecified)	2%	-1%	-5%	2%	2%	-2%	-2%	-9%	1%	-8%
Cc1noc(C)c1NC(=O)Nc1cccc2c1O[C@H](CN(C)S(=O)(=O)c1cccs1)[C@@H](C)CN([C@H](C)CO)C2=O	nt	nt	nt	nt	-1%	nt	9%	-2%	nt	-7%
CC(NC(=O)NC1CCCCC1)C(c1cccs1)N1CCN(Cc2ccccc2)CC1 (stereo unspecified)	-15%	-1%	-2%	0%	12%	-18%	1%	-4%	1%	-41%
COc1ccccc1C(N)=S	16µM*	0%	-3%	0%	1%	?	-1%	6%	-3%	-2%
Cc1ccc(S(=O)(=O)N2CCC(C(N)=O)CC2)cc1[N+](=O)[O-]	-4%	-4%	?	0%	0%	4%	-1%	0%	-2%	0%
CCOc1ccccc1NC(=O)CSc1nnc(CNC(=O)COc2ccc(Cl)cc2)o1	25%	-6%	-11%	1%	-2%	4%	3%	-5%	2%	-22%
CC(=O)c1sc(NC(=O)CCCOc2ccc(Cl)cc2)nc1C	34%	0%	38%[activator]	0%	-3%	2%	-1%	-1%	2%	0%
COc1ccc(C)cc1-n1nnnc1SCC(=O)c1ccc2c(c1)OCCO2	-2%	4%	122%[activator]	17µM*	-4%	21%	-2%	12%	5%	-32%
CC/C(CC(=O)C(F)(F)F)=N\NC(=O)/C(C#N)=C/N(C)C	7.1µM*	-17%	13%	0%	0%	?	-9%	0%	2%	-5%
CCCC(=O)N(CCN1CCOCC1)c1nc2c(OC)ccc(C)c2s1	-10%	-4%	-5%	0%	4%	-4%	-2%	13%	-1%	30%
CCOC(=O)N1CCN(C(=O)CSc2nc3c([nH]c4ccccc43)c(=O)n2CC)CC1	11%	-5%	5%	6%	-9%	-9%	-12%	9%	4%	-65%
Cc1[nH]nc2c1C(c1ccc(OC(=O)c3ccco3)cc1)C(C#N)=C(N)O2 (stereo unspecified)	10%	-1%	-1%	1%	0%	10%	-1%	3%	-2%	-7%
COc1cccc(CC(NC(C)=O)C(=O)NC2CCN(c3c(Cc4ccccc4)c(C)nc4ncnn34)CC2)c1 (stereo unspecified)	?	2%	14%[11.5 µM]	0%	0%	-1%	-3%	-6%	0%	-8%
COc1ccc(CCN(C)C(=O)CSc2ncnc3sccc23)cc1OC	-24%	0%	0%	-2%	-3%	?	-8%	-7%	-4%	-16%
COc1cccc(NC(=O)[C@@H]2CCC(=O)N2C2OC(=O)c3ccccc32)c1 (stereo partly specified)	28%	-1%	0%	-3%	-4%	0%	-8%	11%	-3%	0%
Cc1cccc(S(=O)(=O)NCCc2cn3ccccc3n2)c1	-24%	-2%	-6%	3%	-3%	10%	1%	-3%	-14%	15%
